FXIa inh mix – FXIa protease inhibitors in compound pools, primary screen, biochemical, 10-compound mixtures; Coagulation factor XI (Homo sapiens), P03951; purified FXIa, fluorogenic substrate, pooled mixtures; inhibition, % at 5 µM; 62,000 compounds, 0.19% hits; AID 680, 2007;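 note: each value is inhibition by a whole ten-compound pool holding the compound; 0% = enzyme with no mixture and 100% = wells lacking enzyme; strong numbers were not always called active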
Target sequence (P03951 19-387 limits assumed): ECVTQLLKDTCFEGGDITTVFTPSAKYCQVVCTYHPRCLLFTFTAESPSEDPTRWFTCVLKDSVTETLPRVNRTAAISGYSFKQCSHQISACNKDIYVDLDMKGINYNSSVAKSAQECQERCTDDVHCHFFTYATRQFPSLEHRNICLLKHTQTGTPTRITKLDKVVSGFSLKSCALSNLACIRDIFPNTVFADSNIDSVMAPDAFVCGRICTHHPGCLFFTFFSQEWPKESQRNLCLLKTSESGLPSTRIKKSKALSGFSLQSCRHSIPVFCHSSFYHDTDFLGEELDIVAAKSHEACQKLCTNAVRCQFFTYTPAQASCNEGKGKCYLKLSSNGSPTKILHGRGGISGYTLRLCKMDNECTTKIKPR
Target sequence (P03951 388-625 limits assumed): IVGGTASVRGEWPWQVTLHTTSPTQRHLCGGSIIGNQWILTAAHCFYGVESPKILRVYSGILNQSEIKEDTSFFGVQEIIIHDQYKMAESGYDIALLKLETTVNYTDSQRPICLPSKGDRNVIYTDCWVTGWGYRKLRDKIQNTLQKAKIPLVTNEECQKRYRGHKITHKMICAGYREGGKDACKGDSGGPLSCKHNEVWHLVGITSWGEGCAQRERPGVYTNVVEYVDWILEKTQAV
AP ELISA ortho – alternative complement pathway inhibitors, primary screen, biochemical, ELISA, human serum, orthogonally pooled compounds. LPS-coated ELISA, C3 deposition; tested in compound mixtures. inhibition, % at 5 µM. 62,000 compounds, 0.08% hits;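 active = inhibition above 30% in each of the two pooled mixtures holding the compound, so the lower value exceeds 30%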;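 note: 0% = serum in Mg-EGTA without compound and 100% = EDTA serum blank; some compounds past the cut are filed as inactive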
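Medium: diluted human serum in Mg2+-EGTA GVB++. Assay system: human serum complement alternative pathway, C3 deposition onto LPS. Also added: Plate-bound LPS. Technique: Anti-C3 ELISA, OD 450 nm. Measure: percent inhibition. Incubation: 1 h at 37 °C. Dosing: 5 µM each compound, pools of ten, 50 µM per pool.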
Cathepsin G inh – human cathepsin G inhibitors, primary screen, biochemical, pooled compound mixtures, AMC fluorescence. P08311. purified enzyme, AMC-tetrapeptide fluorescence. inhibition, % at 5 µM (by protocol). 62,000 compounds, 0.2% hits. AID 581, 2007;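 active = inhibition above 20% in each of the two mixture wells holding the compound; inactive = inhibition of 20% or less in either well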;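 note: 0% = enzyme control without mixture and 100% = blank lacking enzyme; strong numbers were not always called active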
Target sequence (P08311 21-244 limits assumed): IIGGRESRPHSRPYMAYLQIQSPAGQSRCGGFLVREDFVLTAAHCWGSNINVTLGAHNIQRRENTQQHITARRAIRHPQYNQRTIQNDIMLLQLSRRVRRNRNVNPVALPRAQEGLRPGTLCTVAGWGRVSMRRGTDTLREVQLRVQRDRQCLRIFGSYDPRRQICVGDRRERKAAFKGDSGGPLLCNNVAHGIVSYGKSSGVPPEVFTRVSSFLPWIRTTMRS
C1s inh – complement C1s protease inhibitors, primary screen, biochemical, 10-compound mixtures; Complement C1s subcomponent (Homo sapiens), P09871; purified C1s, fluorogenic AMC substrate, pooled mixtures; mean inhibition % of two 10-compound mixtures (hits give high values), % at 5 µM (by protocol); 62,000 compounds, 0.16% hits; AID 538, 2006;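 active = inhibition above 20% in each of the two 10-compound mixture wells holding the compound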;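 note: 0% = enzyme wells lacking compound mixture and 100% = no-enzyme blank wells; some compounds called inactive have numbers as strong as hits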
CatS block – inhibitors of human cathepsin S, biochemical, compound mixtures. recombinant cathepsin S, AMC dipeptide fluorescence, pooled mixtures. 62,000 compounds, 0.06% hits. inhibition, %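 (tested at 5 µM per compound within 10-compound mixtures)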; in the data active = inhibition above about 32%, passing the limit was not always enough;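 note: 0% = enzyme without compound and 100% = blank without enzyme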
Target sequence (P25774 115-331 limits assumed): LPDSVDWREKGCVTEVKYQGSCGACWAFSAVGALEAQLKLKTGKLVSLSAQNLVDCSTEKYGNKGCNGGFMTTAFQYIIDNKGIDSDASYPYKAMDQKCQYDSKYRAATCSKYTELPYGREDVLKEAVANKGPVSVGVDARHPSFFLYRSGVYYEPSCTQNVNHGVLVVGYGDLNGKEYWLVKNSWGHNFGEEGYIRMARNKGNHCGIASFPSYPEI
CatB inh – human cathepsin B inhibitors, primary screen, biochemical, fluorogenic substrate. P07858. purified cathepsin B, fluorescence. inhibition, %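 (tested at 10 µM)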. 63,000 compounds, 0.1% hits. AID 453, 2006; in the data active = inhibition above about 21%;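 note: 0% = enzyme with no compound and 100% = no enzyme blank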
CatB mix inh – cathepsin B inhibitors from pooled compounds, primary screen, biochemical, compound mixtures, AMC fluorescence | AID 488, 2006 | P07858 | 62,000 compounds, 0.06% hits | inhibition, %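 (ten-compound pools at 5 µM per compound and 50 µM total)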 | Purified cathepsin B, AMC dipeptide fluorescence; in the data active = inhibition above about 22%, passing the limit was not always enough;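 note: 0% = enzyme without compound and 100% = no enzyme blank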
CatL block – inhibitors of human cathepsin L, biochemical; AID 460, 2006; Procathepsin L (Homo sapiens), P07711; purified cathepsin L, fluorogenic substrate, fluorescence; 58,000 compounds, 0.17% hits; inhibition, %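 (tested at 10 µM)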; in the data active = inhibition above about 45%;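 note: 0% = enzyme with no compound and 100% = no enzyme blank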
FXIIa mix inh – human factor XIIa inhibitors, primary screen, biochemical, pooled compound mixtures, fluorogenic substrate; Coagulation factor XII (Homo sapiens), P00748; purified FXIIa; inhibition, % at 5 µM; 62,000 compounds, 0.2% hits; AID 684, 2007;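 note: 0% = enzyme without compound and 100% = no enzyme blank; some results filed as inactive read as strong as hits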
Numbers without * were called inactive; . = no result given. Cut-off read from the data, not from the text of the source, unless noted: active = inhibition above about 20% (passing the limit was not always enough); inactive = the rest.

molecule,FXIa inh mix,CatB mix inh,CatL block,C1s inh,Cathepsin G inh,CatS block,AP ELISA ortho,FXIIa mix inh,CatB inh
CCc1cc(=O)oc2cc(C)c3c(C)coc3c12,6.4,0.5,-3.3,-5.6,-4.1,-1.2,-1.1,-1.3,-1.6
CCOC(=O)N1CCN(S(=O)(=O)/C=C/c2ccccc2)CC1,-0.9,5.0,5.5,-19.1,7.6,-10.2,9.6,-1.3,0.6
CC(=O)c1cccc(NC(=O)c2c(F)c(F)c(F)c(F)c2F)c1,-5.3,-5.6,-12.6,-38.1,-10.3,-7.8,12.8,2.5,2.0
O=C(c1oc(=O)c2ccccc2c1-c1ccccc1)N1CCOCC1,6.0,-1.8,-4.7,4.6,-0.7,-4.6,15.0,-4.1,-4.2
Cc1cc(NC(=O)Cc2cn3ccsc3n2)n(-c2ccccc2)n1,7.3,5.1,-0.2,3.2,-8.3,-8.5,9.4,6.1,3.6
CC(CCc1ccccc1)NCc1ccncc1 (centres undefined),5.2,5.7,2.0,28.3,2.0,19.9,2.2,3.2,-4.5
CC1=C(C(=O)Nc2ccccc2)C(c2ccc(C)o2)n2ncnc2N1 (centres undefined),2.2,-1.3,-11.5,-9.0,1.1,-9.7,16.7,-2.5,3.0
CCCCn1c2nc3ccccc3nc2c2c(=O)n(C(C)CC)cnc21 (centres undefined),0.8,4.0,-147.4,-8.2,8.3,-1.6,16.1,7.0,-4.0
CCOC(=O)C1CCN(S(=O)(=O)c2cc(Br)cc3c2N(C(C)=O)C(C)C3)CC1 (centres undefined),-1.0,1.9,-7.2,-13.9,-4.1,9.8,10.9,-16.1,0.2
CN1CCN(C(=O)c2ccc(Cl)c(S(=O)(=O)N3CCCCC3)c2)CC1,15.0,5.2,.,-28.3,1.7,9.5,7.6,-18.2,.
C=CCNC(=O)C1CC(=O)N(c2ccc(Br)cc2)C1 (centres undefined),-0.3,1.9,6.6,1.2,7.5,2.9,3.9,3.9,0.2
COc1cc(OC)cc(-c2nc3cc(C)ccc3o2)c1,-7.0,-11.6,-3.0,-47.1,0.7,-24.6,19.8,3.6,0.8
O=C(c1cnc(N2CCN(c3ncccn3)CC2)c2ccccc12)N1CCN(c2ccccn2)CC1,6.4,2.3,1.3,11.5,9.7,7.6,13.6,13.1,5.2
CCOC(=O)c1sc2nc(CC(=O)OC)nc(NCCN3CCOCC3)c2c1C,14.2,7.5,0.4,-12.6,3.5,11.4,6.2,1.4,-1.9
CN(Cc1ccccc1)C(=O)c1ccc2c(c1)OCO2,3.9,3.4,10.9,8.2,11.1,-11.0,3.8,4.5,3.2
CCn1c(SCC(=O)NCCc2ccccc2)nnc1-c1cccs1,-1.0,-3.0,-1.3,-57.2,-1.1,-9.2,6.8,-12.6,-0.8
O=C(NCc1ccco1)c1ccc2snnc2c1,4.7,8.3,-0.6,-22.6,0.9,3.6,13.9,0.5,-5.0
CCOC(=O)Cc1cnc(NC(=O)c2ccccc2)s1,1.9,-0.5,8.2,-21.5,-4.3,1.7,12.8,1.1,0.5
O=C(C1CCC(=O)N1Cc1ccccc1Cl)N1CCN(c2ccc(F)cc2)CC1 (centres undefined),4.3,5.8,12.6,16.0,10.9,19.2,-2.6,2.6,6.8
CCCCC1CCC(C(=O)NC2CCS(=O)(=O)C2)CC1 (centres undefined),3.9,6.4,1.6,-24.9,-13.3,13.4,-12.5,-2.7,6.5
CC(=O)Nc1ccc(C2Nc3ccccc3C(=O)N2C2CCCCC2)cc1 (centres undefined),-2.0,-1.2,-48.4,10.2,6.4,5.9,0.7,10.1,2.9
COc1ccc(-c2nc(CS(=O)CC(=O)NCCCN3CC(C)CC(C)C3)c(C)o2)cc1OC (centres undefined),5.2,4.0,2.1,-7.9,-1.1,0.0,16.5,3.9,-6.1
CCOC(=O)CC1=CC(C)(CC(=O)OCC)C(C#N)(C#N)C(N)=C1C#N (centres undefined),2.8,-5.4,-4.6,-39.8,-1.7,-8.3,-6.9,11.0,-1.8
CCOC(=O)c1cc(-c2cccnc2)nn1-c1ccccn1,1.0,3.2,11.6,8.5,7.9,4.4,11.0,13.3,4.0
CCn1cc(C(=O)NCc2ccc(OC)cc2OC)c(=O)c2ccc(C)nc21,1.2,2.3,-0.9,-10.1,-0.9,0.2,-3.6,11.7,-2.3
COc1ccc(N(Cc2cc3ccc(C)cc3[nH]c2=O)C(C)=O)cc1,1.8,0.8,35.3,12.1,7.9,6.4,6.4,2.9,5.0
CCCn1cc(C(CC(=O)O)C(=O)O)c2ccccc21 (centres undefined),13.5,5.5,8.0,13.1,9.2,-6.5,0.4,6.9,-2.2
O=C(NCCO)c1nc(NCCO)c2ccccc2n1,5.4,1.0,-1.3,2.0,27.9,-3.5,-2.3,2.2,1.9
Cc1ccc(Nc2nc(C3CC3)cs2)cc1,6.6,-1.2,-0.2,-31.1,-11.6,-6.1,-0.9,9.9,0.6
CCOC(=O)N1CCC(NC(=O)c2ccc(OC)c(CN3CC(=O)N4CCCC4C3=O)c2)CC1 (centres undefined),1.3,4.8,-1.7,-5.6,-1.3,16.9,6.4,-16.3,-4.8
CC(=O)Nc1c(C(=O)O)oc2ccc(Cl)cc12,2.0,1.8,-0.5,1.0,-0.9,-2.9,-8.5,4.7,-2.4
CC1(C)C(=O)C2(CCCC2)C(=O)OC1c1ccco1 (centres undefined),8.3,7.8,18.1,4.3,1.7,13.4,16.9,0.8,-1.1
Cc1cc(C(C)(C)C)ccc1OCCN(C)C,4.1,1.6,11.0,-53.6,-6.1,7.0,2.8,-1.3,-1.8
COC(=O)C1CCC(C)(C(=O)Nc2ccccc2)C1(C)C (centres undefined),8.6,1.5,-7.0,12.8,9.8,-2.9,18.6,8.8,1.1
CC1S/C(=C(\C#N)C(=O)NCc2ccco2)N(Cc2ccco2)C1=O (centres undefined),-4.0,-2.5,12.9,-7.1,-3.0,3.4,-2.1,-22.1,-0.6
Cc1cccc(C(=O)NC2CC3CCCC(C2)N3C(=O)NC2CCCCC2)c1 (centres undefined),2.4,1.2,.,0.4,-2.8,-2.3,14.3,3.5,3.3
CCc1nnc(NC(=O)c2ccncc2)s1,4.1,-0.6,12.0,-4.4,11.3,-11.3,8.3,2.2,-1.5
COCCn1c(C)cc(C(=O)CSc2ncnc3sc4c(c23)CCC4)c1C,9.2,3.8,-5.6,16.1,10.1,18.5,7.2,22.5,6.8
O=C1NC(c2ccccc2)C(C(=O)c2cccs2)C(O)(C(F)(F)F)N1 (centres undefined),-26.7,-17.6,-6.9,-174.3,-26.2,-17.5,8.0,3.7,-4.3
CCN(CC(=O)Nc1c(C(=O)OC)[nH]c2ccccc12)c1ccc2c(c1)OCO2,-1.7,3.3,2.3,-66.1,6.2,17.5,0.2,2.2,2.0

The closing 2 compounds of the part above lead into the next.
molecule,FXIa inh mix,CatB mix inh,CatL block,C1s inh,Cathepsin G inh,CatS block,AP ELISA ortho,FXIIa mix inh,CatB inh
O=C1NC(c2ccccc2)C(C(=O)c2cccs2)C(O)(C(F)(F)F)N1 (centres undefined),-26.7,-17.6,-6.9,-174.3,-26.2,-17.5,8.0,3.7,-4.3
CCN(CC(=O)Nc1c(C(=O)OC)[nH]c2ccccc12)c1ccc2c(c1)OCO2,-1.7,3.3,2.3,-66.1,6.2,17.5,0.2,2.2,2.0
CC1(C)CC(=O)C2=C(C1)N(Cc1ccco1)C(=O)NC2(C(F)(F)F)C(F)(F)F,-3.5,3.1,13.6,2.4,7.1,-5.5,9.0,2.1,-1.9
COc1cccc2c1OC1(C)CC2/C(=C(\C)O)C(=O)N1 (centres undefined),6.8,4.4,-3.7,13.0,7.5,-3.5,15.4,5.8,-2.6
CC(C)n1c(-c2ccc(N(C)C)cc2)nc2ccccc21,-4.1,0.7,-0.8,-32.2,-11.9,-12.3,0.7,2.5,0.0
CCc1ccc(NC(=O)NCCN2CCc3ccccc3C2)cc1,2.2,-4.2,11.2,11.9,9.7,2.9,5.0,0.9,4.2
CCCc1cc(=O)[nH]c(SCCOc2ccc(Cl)cc2)n1,-15.4,-4.7,.,-88.7,-0.7,-8.2,5.9,-7.9,3.6
COc1ccc(N2CCN(C(c3ccccc3)c3sc4nc(C)nn4c3O)CC2)cc1 (centres undefined),3.2,-5.8,-0.6,4.4,12.4,9.1,0.5,9.3,5.3
CCOC(=O)C1=C(C)OC(N)=C(C#N)C1c1c(C)nn(-c2ccccc2)c1Cl (centres undefined),5.9,4.2,-4.7,18.9,10.1,3.2,11.7,-1.8,2.1
N#Cc1c(-c2ccco2)nc(SCc2ccc(F)cc2)[nH]c1=O,-1.6,-1.5,20.2,-0.9,6.8,4.5,14.8,9.2,1.9
O=C(CCC(=O)N(CC(=O)NC1CCCCC1)c1ccc2c(c1)OCO2)Nc1ccccn1,5.4,6.1,-2.2,6.1,10.8,-1.8,5.6,0.7,4.5
Cc1ccc2c(c1)C(O)(CC(=O)c1cccnc1)C(=O)N2 (centres undefined),6.8,-0.4,21.7,12.1,8.3,-5.3,6.0,10.7,6.1
O=C(CSc1ccc2c(c1)OCCO2)NCC1CCCO1 (centres undefined),1.9,0.1,22.4,1.7,6.8,1.1,4.3,-4.2,1.3
COc1cc(OC)nc(NC(=O)CSc2nc3ccccc3[nH]2)n1,4.2,6.2,2.5,1.3,1.7,-1.6,11.2,15.5,-9.3
CCn1c2c(c3cc(Br)ccc31)CCC/C2=N\O,4.6,4.2,-7.3,13.4,11.7,-2.4,13.2,9.5,.
COc1cccc(OC)c1C(=O)Nc1ccc2c(c1)OCCO2,-0.1,4.7,3.6,15.1,10.8,0.5,3.4,5.6,4.5
COC(=O)CSc1nnc([C@H](Cc2ccccc2)NC(=O)OC(C)(C)C)o1,1.5,5.3,-3.0,12.8,11.1,5.0,4.8,-18.9,2.9
O=C(NC1CCCCC1)C1CC(=O)N(c2ccc(Cl)cc2)C1 (centres undefined),1.3,1.2,19.2,-11.4,-6.2,15.1,-1.5,6.4,2.9
NC(=O)c1c(-c2cccs2)csc1N,2.3,6.4,0.5,2.3,1.4,-16.8,12.4,6.1,-0.4
CCOC(=O)c1ccccc1NC(=O)C1COc2ccccc2O1 (centres undefined),1.4,0.9,13.3,3.0,-0.1,-7.1,-2.1,1.0,-0.2
COC1(c2cc(-c3ccccc3)nc(N)n2)CCCCC1,10.3,2.7,.,1.1,7.6,-4.3,11.4,10.8,-0.4
Clc1ccc(OCc2nn3c(-c4ccccc4)nnc3s2)c(Cl)c1,0.7,4.8,-1.9,5.9,14.4,-3.2,18.6,-13.9,5.2
COc1cc(NC(=O)CCn2c(=O)[nH]c3ccsc3c2=O)cc(OC)c1,7.3,3.0,-5.2,7.4,6.4,-4.1,14.0,3.0,2.0
CCn1c(SCC(=O)NCCc2ccc(Cl)cc2)nnc1-c1cccs1,4.3,4.1,2.5,19.5,-9.6,7.0,-5.1,-19.8,3.9

Screens as filed in PubChem BioAssay.

This is a subset; rates above refer to the full screens.
